High-throughput results from PubChem.
HTR1A agonist: agonists of human 5-HT1a serotonin receptor | activation, % at 10 µM | P08908 | CHO 5-HT1a Ga15 NFAT-bla reporter, FRET ratio; 0% basal, 100% maximal reference agonist | 65,000 tested, 0.56% active;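 active means activation above the screen-wide mean activation plus 3 SD, cut at about 19% in these data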;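 further: 0% = DMSO wells and 100% = 5-CT at EC100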
S1P3 agonist: activates the human S1P3 receptor | S1P3 NFAT-BLA reporter cells, agonism, FRET ratio; relative to 1 µM S1P, basal subtracted | Q99500 | AID 373 | activation, % at 4.5 µM | 60,000 tested, 0.1% active;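 active means activation above the screen-wide mean plus 3 SD, cut at about 4.5% in these data, passing the limit was not always enough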; further: some compounds called inactive have numbers as strong as hits
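Assay system: stable CHO line with human S1P3, Gα16, NFAT-BLA reporter; Detection: FRET β-lactamase substrate fluorescence, excitation 405 nm, 460/535 nm emission ratio, background-subtracted; Read-out: percent activation versus median 1 µM S1P response, basal-subtracted, per plate; Incubation: cells plated overnight, compound 4 h 37 °C, substrate 2 h RT.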
HTR1E agonist: 5-HT1E (human) receptor agonism | activation, % at 6 µM | 65,000 tested, 0.69% active | CHO 5-HT1E Ga15 NFAT-bla reporter, FRET; 0% DMSO wells, 100% control agonist wells | P28566;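 active means activation above a set limit, the screen-wide mean activation plus 3 SD, cut at about 8.5% in these data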;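 further: 100% = positive control agonist at 1 µM giving full maximal response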
Target sequence (P28566 whole entry, looked up): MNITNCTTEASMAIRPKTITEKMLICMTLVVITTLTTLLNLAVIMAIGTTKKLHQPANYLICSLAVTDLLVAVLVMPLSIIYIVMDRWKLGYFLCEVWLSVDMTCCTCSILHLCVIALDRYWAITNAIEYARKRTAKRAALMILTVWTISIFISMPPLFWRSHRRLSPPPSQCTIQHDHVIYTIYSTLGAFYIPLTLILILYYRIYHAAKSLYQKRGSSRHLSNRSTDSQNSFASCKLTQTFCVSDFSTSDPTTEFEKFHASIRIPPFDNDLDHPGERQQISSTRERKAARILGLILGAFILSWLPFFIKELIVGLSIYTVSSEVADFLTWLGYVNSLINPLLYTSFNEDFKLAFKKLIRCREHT
HEK293 NFkB inh: lowers PMA/ionomycin-induced NF-kB signal in HEK293 cells. AID 465. 62,000 tested, 0.21% active. inhibition, % at 3 µM. HEK-293 NF-kB luciferase reporter, luminescence;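 active means inhibition above the mean of all tested compounds plus 3 SD, cut at about 40% in these data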;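 further: 0% = stimulated DMSO wells and 100% = 10 µM reference inhibitor 5653914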
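Signal: luciferase luminescence; Material: HEK-293 cells with stable firefly luciferase reporter driven by four HIV NF-kB elements; Probe or stimulus: PMA with ionomycin; Replication: tested once; Times: 1 h compound pretreatment, then 16 h stimulation at 37 °C, 5% CO2; Benchmarks: DMSO and 10 µM reference inhibitor; Evaluation: per-plate % inhibition versus controls.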
D1 mod: allosterically modulates the human D1 dopamine receptor; P21728; HEK293 D1, CRE-luciferase, dopamine EC30 potentiation; actives deviate in either direction; B-score at 10 µM; 58,000 tested, 5.9% active; AID 641;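 active means luminescence count or its row- and column-corrected plate score outside the 99.7% band of the plate's sample wells, on either side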
Target sequence (P21728 whole entry, looked up): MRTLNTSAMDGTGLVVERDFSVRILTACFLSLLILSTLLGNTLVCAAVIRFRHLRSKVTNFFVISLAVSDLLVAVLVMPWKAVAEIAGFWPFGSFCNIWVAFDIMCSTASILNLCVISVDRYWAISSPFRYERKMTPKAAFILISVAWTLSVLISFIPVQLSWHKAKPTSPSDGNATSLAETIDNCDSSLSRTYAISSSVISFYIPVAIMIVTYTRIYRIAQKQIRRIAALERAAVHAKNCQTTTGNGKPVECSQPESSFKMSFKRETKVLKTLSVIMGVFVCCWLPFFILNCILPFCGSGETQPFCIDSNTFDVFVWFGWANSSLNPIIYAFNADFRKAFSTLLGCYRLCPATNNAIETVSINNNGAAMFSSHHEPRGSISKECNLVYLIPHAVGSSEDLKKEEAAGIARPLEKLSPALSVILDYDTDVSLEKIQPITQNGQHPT
S1P1 ag-PAM: S1P1 (human) agonism or agonism potentiation; S1P1 CRE-bla cells, forskolin, beta-lactamase FRET, potentiator mode; S1P1 agonist co-added at EC20, 2 nM; 100% = saturating reference agonist, 0% = basal; activation, % at 9.5 µM; 56,000 tested, 0.57% active; P21453;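 active means activation above a cutoff set at the mean activation of all tested compounds plus 3 SD, cut at about 54% in these data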;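 further: forskolin at 4 µM as EC80 and the EC20 agonist is SEW2871; 100% = SEW2871 at its EC100 plus forskolin at EC80; some compounds past the cut are filed as inactive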
Jurkat tox 60K: cytotoxicity toward Jurkat cells. Jurkat E6.1 viability, ATP luminescence, 48 h. inhibition, % at 4 µM. 56,000 tested, 1.2% active. AID 463;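 active means inhibition above the mean inhibition of all tested compounds plus 3 SD, cut at about 28% in these data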
5HT1E antag: antagonists of human 5-HT1E serotonin receptor. CHO 5-HT1E Ga15 NFAT-bla reporter, FRET, antagonist. 65,000 tested, 0.99% active. inhibition, % at 6 µM. P28566;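 active means inhibition above a set limit, the mean inhibition across every tested compound plus 3 SD, cut at about 29% in these data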;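 further: signal is the 460 over 535 nm emission ratio of beta-lactamase substrate; 0% = agonist plus DMSO wells and 100% = wells without agonist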
5HT1a antag: blocks the human serotonin 5-HT1a receptor. inhibition, % at 10 µM. CHO 5-HT1a Ga15 NFAT-bla reporter, antagonist mode. AID 612. P08908. 62,000 tested, 0.68% active;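 active means inhibition above the mean of all tested compounds plus 3 SD, cut at about 43% in these data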;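 further: receptor stimulated by 5-CT agonist at 100 nM near EC80; beta-lactamase reporter measured by ratiometric fluorescence of a cleavable substrate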
Numbers without * were called inactive.

CC(=O)Cn1c(C(F)(F)F)nc2ccccc21 was read as HTR1A agonist -2.8, S1P3 agonist -1.6, HTR1E agonist -0.1, HEK293 NFkB inh 14, D1 mod -0.31, S1P1 ag-PAM -5, Jurkat tox 60K 4, 5HT1E antag -2 and 5HT1a antag -1.
Screening O=C(CCCCC(=O)NCc1cccs1)NCc1cccs1 returned HTR1A agonist -0.9, S1P3 agonist -1.0, HTR1E agonist 0.2, HEK293 NFkB inh 6, D1 mod -0.86, S1P1 ag-PAM -11, Jurkat tox 60K -5, 5HT1E antag 5 and 5HT1a antag -1.
For Brc1cccc(-c2n[nH]c(-c3ccccc3)n2)c1 the results were HTR1A agonist -2.4, S1P3 agonist -0.5, HTR1E agonist 0.2, HEK293 NFkB inh -41, D1 mod -0.1, S1P1 ag-PAM -9, Jurkat tox 60K -1, 5HT1E antag 7 and 5HT1a antag 23.
Screening COc1c(C(=O)N2CCCC2)ccc2ccccc12 returned HTR1A agonist -0.4, S1P3 agonist 0.0, HTR1E agonist -0.5, HEK293 NFkB inh 10, D1 mod -0.22, Jurkat tox 60K -1, 5HT1E antag -7 and 5HT1a antag -7.
Screening O=C(CCCOc1ccc(Cl)cc1Cl)N1CCN(c2ccccn2)CC1 returned HTR1A agonist -1.4, S1P3 agonist 0.1, HTR1E agonist -0.7, HEK293 NFkB inh 15, D1 mod 2.9, Jurkat tox 60K -4, 5HT1E antag -3 and 5HT1a antag 18.
Screening COc1ccc(CNC(=O)C2CCCN(S(=O)(=O)c3cnc[nH]3)C2)cc1 (stereo not drawn) returned HTR1A agonist 0.1, S1P3 agonist 0.8, HTR1E agonist 0.1, HEK293 NFkB inh 7, D1 mod 0.0064, S1P1 ag-PAM -18, Jurkat tox 60K -10, 5HT1E antag -9 and 5HT1a antag -4.
For CC(=O)OCC(OC(C)=O)C(OC(C)=O)C(OC(C)=O)C(=O)Nc1ccc(C)cc1C (stereo not drawn) the results were HTR1A agonist -1.0, S1P3 agonist -0.8, HTR1E agonist -0.7, HEK293 NFkB inh 6, D1 mod -0.37, S1P1 ag-PAM 4, Jurkat tox 60K -6, 5HT1E antag -12 and 5HT1a antag 6.
Screening O=C(CSc1nnc(-c2cccs2)o1)N1CCc2ccccc21 returned HTR1A agonist 3.4, S1P3 agonist -1.5, HTR1E agonist 0.0, HEK293 NFkB inh 10, D1 mod -0.51, S1P1 ag-PAM 31, Jurkat tox 60K 5, 5HT1E antag 1 and 5HT1a antag 1.
Screening COc1ccc(OC)c(N2C(=O)CC(Cc3ccc(C)cc3)C2=O)c1 (stereo not drawn) returned HTR1A agonist -3.0, S1P3 agonist -1.0, HTR1E agonist 0.4, HEK293 NFkB inh 14, D1 mod 0.72, S1P1 ag-PAM 12, Jurkat tox 60K -7, 5HT1E antag -2 and 5HT1a antag -3.
O=C1C=C(NCCNc2c(F)c(F)c(CO)c(F)c2F)CCC1 was read as HTR1A agonist 0.3, S1P3 agonist -3.7, HTR1E agonist 0.9, S1P1 ag-PAM -5 and 5HT1E antag 2.
Screening CCOC(=O)c1c(NC(=O)CSc2nc3c(c(=O)n(C)c(=O)n3C)n2C(C)C)sc(C)c1C returned HTR1A agonist -3.5, S1P3 agonist -0.6, HTR1E agonist 1.4, HEK293 NFkB inh 0, D1 mod 1.6, S1P1 ag-PAM -18, Jurkat tox 60K -5, 5HT1E antag 2 and 5HT1a antag -4.
Fc1ccc(C2C3=C(Nc4ncnn42)c2ccccc2OC3c2ccncc2)cc1 (stereo not drawn) was read as HTR1A agonist 1.8, S1P3 agonist -2.0, HTR1E agonist -0.5, D1 mod 0.38, S1P1 ag-PAM -23 and 5HT1E antag 2.
CCCC(=O)Nc1nn(CCC)c2nc3ccccc3cc12 was read as HTR1A agonist 1.1, S1P3 agonist -4.0, HTR1E agonist 0.9, S1P1 ag-PAM -13 and 5HT1E antag 11.
`c1ccc2c(c1)oc1c(NCCCN3CCOCC3)ncnc12` gave HTR1A agonist -2.4, HTR1E agonist 6.8, HEK293 NFkB inh 13, 5HT1E antag 9 and 5HT1a antag 10.
O=C(Nc1ccc(N2CCCC2)cc1)c1cccc(F)c1 was read as HTR1A agonist -1.9, S1P3 agonist -1.5, HTR1E agonist -0.2, HEK293 NFkB inh -27, D1 mod -4.9*, S1P1 ag-PAM 13, Jurkat tox 60K 69*, 5HT1E antag 4 and 5HT1a antag 22.
For COc1ccc(S(=O)(=O)N2CCCC(C(=O)N3CCOCC3)C2)cc1C (stereo not drawn) the results were HTR1A agonist -2.3, S1P3 agonist 0.0, HTR1E agonist -0.5, HEK293 NFkB inh 5, D1 mod -0.31, S1P1 ag-PAM 1, Jurkat tox 60K 2, 5HT1E antag -13 and 5HT1a antag -5.
Screening CN1CCc2c(c3c(n2C)CCN(C)[C@@H]3c2cccnc2)[C@H]1c1cccnc1 returned HTR1A agonist -0.5, S1P3 agonist -5.2, HTR1E agonist 0.7, S1P1 ag-PAM 1 and 5HT1E antag 2.
`Cc1n[nH]c(C)c1S(=O)(=O)N1CCCC(C(=O)N2CCN(c3ccc(Cl)cc3)CC2)C1` (stereo not drawn) gave HTR1A agonist -1.1, S1P3 agonist -0.9, HTR1E agonist -0.5, HEK293 NFkB inh 12, D1 mod -1.3, S1P1 ag-PAM 13, Jurkat tox 60K 18, 5HT1E antag 8 and 5HT1a antag -4.
Screening COc1cccc(NC(=O)Nc2cccs2)c1 returned HTR1A agonist -4.7, S1P3 agonist -0.3, HTR1E agonist -1.4, HEK293 NFkB inh -2, D1 mod -1.5, S1P1 ag-PAM 14, Jurkat tox 60K 1, 5HT1E antag 15 and 5HT1a antag 24.
Screening CCn1c(SCC(=O)NCCc2ccccc2)nnc1-c1ccco1 returned HTR1A agonist -3.5, S1P3 agonist -1.1, HTR1E agonist 1.3, HEK293 NFkB inh 1, D1 mod -0.4, S1P1 ag-PAM -12, Jurkat tox 60K -5, 5HT1E antag -12 and 5HT1a antag 1.

Next section (3 carried over from the part before).
`Cc1n[nH]c(C)c1S(=O)(=O)N1CCCC(C(=O)N2CCN(c3ccc(Cl)cc3)CC2)C1` (stereo not drawn) gave HTR1A agonist -1.1, S1P3 agonist -0.9, HTR1E agonist -0.5, HEK293 NFkB inh 12, D1 mod -1.3, S1P1 ag-PAM 13, Jurkat tox 60K 18, 5HT1E antag 8 and 5HT1a antag -4.
Screening COc1cccc(NC(=O)Nc2cccs2)c1 returned HTR1A agonist -4.7, S1P3 agonist -0.3, HTR1E agonist -1.4, HEK293 NFkB inh -2, D1 mod -1.5, S1P1 ag-PAM 14, Jurkat tox 60K 1, 5HT1E antag 15 and 5HT1a antag 24.
Screening CCn1c(SCC(=O)NCCc2ccccc2)nnc1-c1ccco1 returned HTR1A agonist -3.5, S1P3 agonist -1.1, HTR1E agonist 1.3, HEK293 NFkB inh 1, D1 mod -0.4, S1P1 ag-PAM -12, Jurkat tox 60K -5, 5HT1E antag -12 and 5HT1a antag 1.
`COc1ccc(/C(O)=C2\C(=O)C(=O)N(CCN(C)C)C2c2cccc(OC)c2OC)cc1Cl` (stereo not drawn) gave HTR1A agonist -0.1, S1P3 agonist -5.2, HTR1E agonist -0.3, D1 mod -0.84, S1P1 ag-PAM 8 and 5HT1E antag 2.
`CCOC(=O)c1cc(-c2cccs2)nc2onc(C)c12` gave HTR1A agonist 0.9, S1P3 agonist 0.3, HTR1E agonist -0.7, HEK293 NFkB inh 6, D1 mod 0.76, S1P1 ag-PAM -9, Jurkat tox 60K 7, 5HT1E antag 17 and 5HT1a antag -5.
For CC(NC(=O)C(NC(=O)C1CCCN1C(=O)OC(C)(C)C)C(C)C)C(N)=O (stereo not drawn) the results were HTR1A agonist 1.8, S1P3 agonist -0.6, HTR1E agonist 0.0, HEK293 NFkB inh 18, D1 mod 0.13, S1P1 ag-PAM -19, Jurkat tox 60K -2, 5HT1E antag -12 and 5HT1a antag -2.
`CCCS(=O)(=O)N1CCCC(C(=O)NCCN2CCOCC2)C1` (stereo not drawn) gave HTR1A agonist 0.8, S1P3 agonist 0.0, HTR1E agonist 0.4, HEK293 NFkB inh -10, D1 mod -0.27, S1P1 ag-PAM -35, Jurkat tox 60K -2, 5HT1E antag -11 and 5HT1a antag 8.
For CCn1c(=O)c2c3c(sc2n2c(SCc4ccc(F)cc4)nnc12)CCCC3 the results were HTR1A agonist 1.4, HTR1E agonist 0.3, HEK293 NFkB inh 13, 5HT1E antag 3 and 5HT1a antag -15.
Screening CCN(CC)CCN=C1CCCc2ccccc2N1 returned HTR1A agonist -1.6, S1P3 agonist 0.1, HTR1E agonist -0.4, HEK293 NFkB inh 6, D1 mod -0.49, S1P1 ag-PAM -15, Jurkat tox 60K 2, 5HT1E antag -8 and 5HT1a antag 4.
CC1Cc2ccccc2N1C(=O)c1cccnc1 (stereo not drawn) was read as HTR1A agonist -1.7, S1P3 agonist -0.4, HTR1E agonist -0.1, HEK293 NFkB inh -2, D1 mod -0.06, S1P1 ag-PAM -12, Jurkat tox 60K -1, 5HT1E antag -6 and 5HT1a antag 2.
For O=C(CN1CCOCC1)Nc1ccccc1-c1ccccc1 the results were HTR1A agonist -3.5, S1P3 agonist 1.2, HTR1E agonist 1.3, HEK293 NFkB inh -2, D1 mod 0.51, S1P1 ag-PAM -4, Jurkat tox 60K -1, 5HT1E antag -13 and 5HT1a antag 0.
For COc1ccc2[nH]c(C)c(CN3CCCC(C)C3)c(=O)c2c1 (stereo not drawn) the results were HTR1A agonist 0.2, S1P3 agonist -1.3, HTR1E agonist -1.1, HEK293 NFkB inh 24, D1 mod -1.2, S1P1 ag-PAM 10, Jurkat tox 60K 5, 5HT1E antag 16 and 5HT1a antag 0.
`Cc1ccnc(NC(=O)Nc2ccc3c(c2)N(C)C(=O)CS3)c1` gave HTR1A agonist -0.2, HTR1E agonist 0.5, HEK293 NFkB inh -37, D1 mod -1.2, 5HT1E antag 9 and 5HT1a antag 14.
c1ccc(-c2nnnn2CCOCCn2nnnc2-c2ccccc2)cc1 was read as HTR1A agonist -2.4, S1P3 agonist -1.4, HTR1E agonist -0.3, HEK293 NFkB inh 10, D1 mod -0.46, S1P1 ag-PAM 4, Jurkat tox 60K -5, 5HT1E antag 1 and 5HT1a antag 7.
CCN(CC)CCNC(=O)Cn1nc(Cc2ccccc2)c2ccccc2c1=O was read as HTR1A agonist 0.4, S1P3 agonist -1.5, HTR1E agonist 0.2, HEK293 NFkB inh 12, D1 mod 0.39, S1P1 ag-PAM 8, Jurkat tox 60K 7, 5HT1E antag -6 and 5HT1a antag -10.
Screening CCCc1nnc(SCc2ccc(OC)cc2)n1N returned HTR1A agonist -0.6, S1P3 agonist -0.9, HTR1E agonist 0.1, HEK293 NFkB inh 9, D1 mod 0.49, S1P1 ag-PAM -40, Jurkat tox 60K 3, 5HT1E antag -7 and 5HT1a antag 6.
`O=C(CSc1nc2c(cnn2-c2ccccc2)c(=O)[nH]1)N1CCOCC1` gave HTR1A agonist 0.3, S1P3 agonist -1.0, HTR1E agonist 0.4, HEK293 NFkB inh 10, D1 mod 0.22, S1P1 ag-PAM 8, Jurkat tox 60K 4, 5HT1E antag -10 and 5HT1a antag 0.
